# Source: PubChem BioAssay
# LDHA inh: blocks human lactate dehydrogenase A. P00338. purified LDHA, NADH/diaphorase-resazurin fluorescence; hits give low values. activity change, % (values are at about 110 or 230 µM). hit rate 0.15% among 480,000; in the data active = activity change below about -30%; inconclusive = mostly about -25% to -30%;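 also: plate controls were DMSO wells for no effect and wells without enzyme for full effect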
#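 LDH5 2 nM; NADH 0.06 mM, pyruvate 0.2 mM; 200 mM Tris pH 7.4, EDTA, Tween-20; 5 min RT. Detection: diaphorase 0.133 mg/mL + resazurin 37 µM, fluorescence ex540/em590 at 0 and 20 min; normalized to enzyme-free and DMSO wells.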
# ERG-DNA inh: inhibitors of human ERG Ets domain-DNA interaction. Potency, µM (series often up to 76.9 µM), for inactives: at the top dose FP activity, negative = inhibition, actives largely listed as inhibitors. P11308. hit rate 0.028% among 370,000. fluorescence polarization, His-ERG Ets domain / labelled DNA. AID 624246; active = well fitted inhibition curve with a large enough effect in the polarisation, with a control signal flat; inconclusive = small, poorly fitted or top-dose-only effect, or effect the other way, or a change in a side signal; inactive = no such curve, though single readings can be large or run the other way; the % refers to the polarisation;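 also: polarization taken with two DNA probes labelled with fluorescein and Texas red; potency is read from the fitted curve at half-maximal effect; % of control where 0% means no effect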
#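 His-tagged ERG Ets domain (1 uM in the protein solution; 300mM KCl, 50mM Tris-HCl, 1mM EDTA, 1mM DTT, pH 7.5) received compound, then a probe mix of 5 nM fluorescein-DNA and 100nM Texas-615-DNA. Fluorescence polarization was read for both dyes.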
# Apoferritin bind: candidate novel general anesthetic via apoferritin binding. Potency, µM (series often up to 77.5 µM), inactives show at the highest dose activity change, negative = displacement, hits mostly inhibitors. hit rate 0.074% among 350,000. apoferritin/1-aminoanthracene competitive binding, fluorescence. P02791. AID 485281; also: potency is read from the fitted curve at half-maximal effect; % is scaled to controls: 0 for no effect and ±100 for the full control effect; nearly all actives have a fitted effect of over 20% in size
# Target sequence (P02791 2-175 limits assumed): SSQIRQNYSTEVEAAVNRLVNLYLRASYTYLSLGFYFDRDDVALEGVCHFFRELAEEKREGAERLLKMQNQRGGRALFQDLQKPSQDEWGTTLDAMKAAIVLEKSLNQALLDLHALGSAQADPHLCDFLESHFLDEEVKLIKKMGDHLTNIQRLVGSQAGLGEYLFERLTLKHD
#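 Horse-spleen apoferritin (10 uM) in 50% saturated 1-aminoanthracene in PBS was incubated 10 min at room temperature with compound. Fluorescence (ex 380, em 535 nm) was normalized to free and bound 1-AMA, with concentration-response fitted by a four-parameter Hill equation.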
# RGS4 inhibitor: blocks human RGS4-accelerated GTP hydrolysis. P49798. hit rate 0.039% among 390,000. Transcreener GDP fluorescence polarization, RGS4-accelerated GTP hydrolysis. Potency, µM (top dose mostly 114 µM), for inactives: top-dose activity change, negative = inhibition, usual class: inhibitors; also: potency is read from the fitted curve at half-maximal effect; % is scaled to controls: 0 for no effect and ±100 for the full control effect; nearly all actives have a fitted effect of over 75% in size; some results filed as inactive show a strong effect at the top dose
# Target sequence (P49798 whole entry, looked up): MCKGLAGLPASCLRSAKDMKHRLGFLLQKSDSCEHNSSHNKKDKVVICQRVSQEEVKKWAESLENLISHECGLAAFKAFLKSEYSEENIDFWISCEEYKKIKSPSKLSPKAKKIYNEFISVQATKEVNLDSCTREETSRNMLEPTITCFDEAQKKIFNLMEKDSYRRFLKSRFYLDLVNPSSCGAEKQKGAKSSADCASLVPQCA
#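 MLSMR compounds (23 nl, pin-transferred) preincubated 10 min at room temperature with a 500nM (2x) first reagent, then RGS4 at 900nM (2x) plus Transcreener GDP mix added; fluorescence polarization (620/688 nm) read before and after 90 min at 30 °C.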
# POLH inh: inhibitors of human DNA polymerase eta | Q9Y253 | recombinant Pol eta, fluorescent DNA replication assay | Potency, µM (titrated, usually from 114 µM), inactives show top-dose activity change, negative = inhibition, actives largely listed as inhibitors | hit rate 1.2% among 390,000 | AID 588591; also: potency is read from the fitted curve at half-maximal effect; % is scaled to controls: 0 for no effect and ±100 for the full control effect
# Target sequence (Q9Y253 whole entry, looked up): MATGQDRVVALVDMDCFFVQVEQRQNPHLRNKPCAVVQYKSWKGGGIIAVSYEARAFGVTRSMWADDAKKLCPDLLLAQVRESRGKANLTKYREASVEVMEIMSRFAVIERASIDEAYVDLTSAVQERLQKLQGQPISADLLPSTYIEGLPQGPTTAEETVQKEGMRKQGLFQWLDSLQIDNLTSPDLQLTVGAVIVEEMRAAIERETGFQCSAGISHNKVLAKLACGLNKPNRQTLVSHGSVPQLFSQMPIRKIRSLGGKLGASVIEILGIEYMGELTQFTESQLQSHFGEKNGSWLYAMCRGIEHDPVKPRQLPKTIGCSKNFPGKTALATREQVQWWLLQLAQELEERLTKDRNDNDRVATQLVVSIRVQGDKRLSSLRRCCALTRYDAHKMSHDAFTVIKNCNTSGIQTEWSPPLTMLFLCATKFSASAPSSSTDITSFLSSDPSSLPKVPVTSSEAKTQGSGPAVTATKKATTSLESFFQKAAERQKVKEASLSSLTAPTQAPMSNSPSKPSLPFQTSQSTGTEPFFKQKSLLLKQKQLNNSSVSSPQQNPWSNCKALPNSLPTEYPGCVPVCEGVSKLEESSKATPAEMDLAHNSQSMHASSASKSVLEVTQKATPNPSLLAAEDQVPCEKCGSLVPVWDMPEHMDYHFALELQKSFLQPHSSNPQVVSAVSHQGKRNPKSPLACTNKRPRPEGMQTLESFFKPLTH
#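 Pol eta at 10 nM preincubated with compounds 15 min at room temperature; reaction started with fluorescent substrate (50 nM final) and read kinetically at 0 and 10 min.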
# 12-LOX inh: inhibitors of human 12S-lipoxygenase ALOX12; Potency, µM (series often up to 108 µM), for the others: at the highest dose activity change, negative = inhibition, most hits filed as inhibitors; P18054; purified 12hLO, xylenol orange hydroperoxide absorbance; hit rate 1.1% among 580,000; also: potency is read from the fitted curve at half-maximal effect; % is scaled to controls: 0 for no effect and ±100 for the full control effect
#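 Hydroperoxide product was detected by ferrous iron/xylenol orange as the 573 to 405 nm absorbance ratio. Arachidonic acid at 40 uM (final) was turned over for 30 min at room temperature by 150 nM human 12hLO, pH 7.0 Hepes buffer, after 15 min compound preincubation.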
# APE1 inh: APE1 (human) endonuclease inhibition; hit rate 0.35% among 350,000; Potency, µM (series often up to 65.8 µM), for inactives: top-dose activity change, negative = inhibition, most hits filed as inhibitors; AID 2517; P27695; recombinant APE1, TAMRA/BHQ-2 abasic DNA cleavage fluorescence;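 also: potency is read from the fitted curve at half-maximal effect; plate controls were vehicle for no effect and reference inhibitor for full effect; nearly all actives have a fitted effect of over 55% in size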
#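 Kinetic fluorescence read (525 ex/598 em nm, three reads 60 s apart) of AP-site incision; signal = third minus first read. Enzyme 0.75 nM, dual-labelled THF duplex 50 nM, compound preincubation 15 min RT.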
# POLB inh: DNA polymerase beta (human) inhibition; P06746; Pol beta primer extension/strand displacement, fluorescence kinetic; Potency, µM (doses to about 114 µM), for inactives: at the top dose activity change, negative = inhibition, most hits filed as inhibitors; hit rate 1.3% among 340,000; AID 485314; also: potency is read from the fitted curve at half-maximal effect; % is scaled to controls: 0 for no effect and ±100 for the full control effect
#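 Pol beta (10 nM) and compounds were preincubated 15 min at room temperature, then 50 nM substrate (final) started primer extension/strand displacement. Reads were taken at 0 and 10 min; concentration-response data were fitted to a four-parameter Hill equation.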
# Pol kappa inh: blocks human DNA polymerase kappa activity; purified Pol kappa, fluorescent DNA synthesis assay, 10 min; Potency, µM (top dose mostly 107 µM), for inactives: at the highest dose activity, negative = inhibition, usual class: inhibitors; hit rate 0.53% among 400,000; also: potency is read from the fitted curve at half-maximal effect; % is scaled to controls: 0 for no effect and ±100 for the full control effect
#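 Enzyme at 10 nM met test compounds for 15 min at room temperature. Substrate addition (50 nM final) began the reaction, which was monitored by fluorescence at 0 and 10 min.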
# The depositor's hits bear a star; i = inactive; u = inconclusive; x = not tested or not shown; & = joins results of further samples; [ ] = dose if it differs, or a comment. Unless noted, calls follow the shape of the dose curve; as a rule, active = well fitted curve in the direction sought with a large enough effect; inconclusive = small, poorly fitted or top-dose-only effect, or another doubt; inactive = no such curve, though single readings can be large; an effect the other way counts as inactive or inconclusive.
SMILES,LDHA inh,ERG-DNA inh,Apoferritin bind,RGS4 inhibitor,POLH inh,12-LOX inh,APE1 inh,POLB inh,Pol kappa inh
O=C(NNC(=S)Nc1ccccc1Cl)c1ccccc1Cl,-3,-5%,-16%,-22%,-18%,i,16%,u,0%
Cc1cccc(N(CC(=O)NC2CCCCC2)C(=O)Cn2nnc(-c3ccc(C)o3)n2)c1,-6,5%,-15%,11%,-8%,-23%,1%,u,-8%
Cc1cc(C)c2c(N)c(C(=O)Nc3ccc(C)c(C)c3)sc2n1,-3,4%,174%[activator],-7%,5%,-7%,9%,33%,-6%
Cc1ccc(NC(=O)C(NC2CCCc3ccccc32)c2ccccc2)c([N+](=O)[O-])c1 (stereo not given),-14,-12%,0%,-31%,-6%,u,-6%,19%,2%
CC(=O)c1cccc(NC(=O)NC2CCCCCCC2)c1,0,-12%,-22%,-9%,-12%,2%,0%,35%,10%
C/C(=N\NC(=O)c1ccccc1O)c1ccc(Br)s1,6,-2%,8%,-7%,-8%,-3%,-1%,5%,-4%
CCc1cccc(CC)c1NC(=O)COC(=O)c1ccc(F)c(S(=O)(=O)N(CC)CC)c1,-8,2%,-12%,-5%,-11%,-16%,3%,6%,-17%
O=C(COc1ccccc1)NCC(c1ccc(Cl)cc1)N1CCCCC1 (stereo not given),2,-2%,-23%,-1%,-21%,u,x,10%,1%
Cc1ccc(C)c(OCCC(=O)OCC(=O)N2CCN(c3ccccc3)CC2)c1,-7,-9%,8%,17%,-12%,-12%,-14%,5%,-18%
CC1(C)CC(=O)C(=CN2CCOCC2)C(=O)C1,-2,-6%,-11%,2%,-17%,-13%,0%,1%,-4%

# Continued; it opens with the 2 that closed the last part.
SMILES,LDHA inh,ERG-DNA inh,Apoferritin bind,RGS4 inhibitor,POLH inh,12-LOX inh,APE1 inh,POLB inh,Pol kappa inh
Cc1ccc(C)c(OCCC(=O)OCC(=O)N2CCN(c3ccccc3)CC2)c1,-7,-9%,8%,17%,-12%,-12%,-14%,5%,-18%
CC1(C)CC(=O)C(=CN2CCOCC2)C(=O)C1,-2,-6%,-11%,2%,-17%,-13%,0%,1%,-4%
CC(=O)Nc1cccc(NC(=O)COc2ccc3c(c2)CCC3)c1,-9,5%,x,16%,-5%,-3%,0%,x,-15%
Cc1[nH]n2c(=O)c3c(nc2c1-c1ccc(F)cc1)CCCC3,-10,14%,-1%,-8%,2%,-9%,0%,u,-8%
O=C(O)CSc1nnc(-c2ccncc2)n1Cc1ccccc1,-3,6%,-2%,-3%,2%,24%,5%,-6%,3%
COc1cccc(CN2CC(C(=O)NCCOc3ccccc3)CCC2=O)c1 (stereo not given),-1,-2%,-1%,13%,6%,-1%,1%,13%,4%
COc1ccccc1-c1cc2nc(C)c(CCC(=O)NCc3ccc(F)cc3)c(C)n2n1,-14,-2%,2%,16%,0%,-9%,1%,13%,-9%
CCC(=O)N1CCc2cc(S(=O)(=O)NC(CC(C)C)C(=O)Nc3cccc(C)c3C)ccc21 (stereo not given),0,1%,-16%,4%,-9%,-21%,x,21%,9%
COc1ccc(/C=C2\SC(=O)N(CC(=O)NCCCn3ccnc3)C2=O)cc1,-4,-12%,-17%,-8%,-2%,-2%,-3%,29%,-6%
CCCOc1ccc(N2C(=O)CC(NNC(=O)c3ccc(COc4ccccc4)o3)C2=O)cc1 (stereo not given),-9,-7%,-19%,-17%,u,-19%,-6%,-22%,-20%
O=C(Cc1ccsc1)NNC(=O)c1ccccc1O,11,6%,x,4%,3%,-11%,9%,x,-7%
CCC(C)NC(=O)CSC1=Nc2ccccc2C2=NC(CC(=O)NCc3ccccc3)C(=O)N12 (stereo not given),-9,-4%,-12%,19%,2%,7%,3%,16%,-17%

# Exported with two lines to a compound: entries from further up.
# Screens in order: LDHA inh | ERG-DNA inh | Apoferritin bind | RGS4 inhibitor | POLH inh | 12-LOX inh | APE1 inh | POLB inh | Pol kappa inh
CCc1cccc(CC)c1NC(=O)COC(=O)c1ccc(F)c(S(=O)(=O)N(CC)CC)c1
  -8 | 2% | -12% | -5% | -11% | -16% | 3% | 6% | -17%
O=C(COc1ccccc1)NCC(c1ccc(Cl)cc1)N1CCCCC1 (stereo not given)
  2 | -2% | -23% | -1% | -21% | u | x | 10% | 1%

# Further compounds
SMILES,LDHA inh,ERG-DNA inh,Apoferritin bind,RGS4 inhibitor,POLH inh,12-LOX inh,APE1 inh,POLB inh,Pol kappa inh
O=C1CSC2(C(=O)N(Cc3ccccc3F)c3ccccc32)N1c1cccc(C(F)(F)F)c1 (stereo not given),-4,0%,-4%,16%,-11%,-9%,x,0%,-7%
COc1ccc(-n2cc(-c3ccccc3)c3c(NC4CCCC4)ncnc32)cc1,2,8%,50%[activator],15%,0%,-23%,x,-7%,-1%[60.1 µM]
COc1ccc(-c2[nH]nc3c2C(c2ccc(OC(=O)N4CCOCC4)cc2)C(C#N)=C(N)O3)cc1 (stereo not given),5,-3%,-12%,-17%,3%,-26%,-4%,2%,-8%
CCn1c(Cc2ccccc2)nnc1SCC(=O)Nc1nnc(-c2ccccc2)s1,-1,x,-11%,7%,-2%,9%,-2%,0%,0%
COc1ccccc1N1CC(O)=C(c2nc3ccccc3s2)C1=N,-6&14,1%,-18%,30%,-6%,19%&69%,4%,-7%,-8%
Oc1ccc(C2Nc3cccc4cccc(c34)N2)cc1,-10,17%,-18%,-23%,u,-66%,-5%,-25%,-10%
CC(C)C(NS(=O)(=O)c1cccs1)C(=O)NCc1ccccc1Cl (stereo not given),-5,-4%,-2%,0%,6%,-4%,-8%,-27%,-18%
CC(=O)c1cccc(S(=O)(=O)N2CCN(CCOc3ccccc3)CC2)c1,-1,0%,x,-2%,-4%,0%,5%,x,7%
COc1ccc(C(=O)N[C@H](C(=O)NCc2ccco2)C(C)C)cc1,-8,-24%,-3%,-7%,-7%,1%,-6%,39%,-3%
CCc1ccc(S(=O)(=O)c2cn(C)c3cc(N4CCN(CC)CC4)c(F)cc3c2=O)cc1,-7,-3%,-15%,7%,-23%,-6%,x,-2%,-3%
CN(CC(=O)Nc1ccccc1C(F)(F)F)C(=O)CSc1nnc(-c2ccncc2)n1C,-4,9%,x,-20%,-13%,20%,-9%,x,5%
CN1C(=O)C(CC(=O)Nc2ccc(F)cc2)N(CCCc2ccccc2)C1=S (stereo not given),-1,5%,-21%,6%,-19%,u,0%,12%,-8%
Cc1ccc(-c2nn3c(-c4ccc(C)cc4)nnc3c3ccccc23)cc1,-8,0%,1%,5%,-14%,-8%,x,21%,-5%
O=C(NC1CCCCC1)NC1(C(=O)NCCCN2CCOCC2)CCCCC1,0,-8%,-3%,-91%[11.4 µM],-13%,-12%,1%,-1%,8%
COc1nc(OC)nc(N2CCCCCC2)n1,-2,x,-10%,13%,4%,13%,0%,-3%,-4%
COc1ccc(OC)c(CNc2ccc3c(c2)nc(C)n3C)c1,5,3%,-6%,6%,-10%,u,35%,0%,-15%
CCOc1ccc(NS(=O)(=O)c2ccc(C(=O)N3CCC3)cc2)cc1,-1,6%,x,-5%,-16%,u,x,x,3%
Cn1c(SCC(=O)Nc2ccc(N3CCOCC3)cc2)nnc1C1CC1,2,-8%,x,9%,-11%,-4%,8%,x,-4%
COc1cc2oc(=O)c(Br)c(C)c2c(OC)c1OC,-1,1%,-18%,7%,-22%,-13%,0%,23%,-11%
O=CN1CCN(c2c([N+](=O)[O-])c(=O)oc3ccccc23)CC1,-3,2%,10%,13%,-1%,0%,30%,-7%,-15%
Cc1ccc(C)c(N2CCN(C(=O)c3ccc4nc(-c5ccco5)c(-c5ccco5)nc4c3)CC2)c1,7,-1%,-18%,u,-15%,u,15%,-18%,-12%
Cc1cc(NC(=O)c2cccc(S(=O)(=O)Nc3cccc(C(=O)O)c3)c2)no1,-2,8%,-3%,-2%,-7%,-5%,7%,-17%,-11%
Cc1ccc2nc3c(cc(C(=O)NCC4CCCO4)c(=N)n3C(C)C)c(=O)n2c1 (stereo not given),-10,7%,323%[activator],11%,-2%,u,x,12%,-1%
COc1ccc(CNC(=O)COc2cc(O)c3c(c2)OC(C)(C)CC3=O)c(OC)c1,1,-10%,-14%,10%,-18%,1%,8%,24%,-4%
CSCCC(NC(=O)c1ccc(C(C)(C)C)cc1)C(=O)OCC(=O)N1CCCC1=O (stereo not given),-2,1%,x,11%,-14%,u,-5%,x,0%
O=[N+]([O-])c1cccc(/C=C/C=N/Nc2nc(N3CCCCC3)nc(N3CCCCC3)n2)c1,-13,-9%,-15%,-7%,-10%,9%,0%,18%,-4%
Cc1ccc(NC(=O)CCC(=O)NNC(=O)COc2ccccc2)cc1C,-7,-1%,-8%,-26%,-8%,2%,-2%,u,-9%
CC(Nc1ccnc2cc(Cl)ccc12)c1ccc(S(N)(=O)=O)cc1 (stereo not given),-4,2%,-7%,-18%,-5%,6%,52%[activator],8%,-12%
N#Cc1c(N)n(CCCN2CCOCC2)c2nc3ccccc3nc12,2,11%,676%[activator],-1%,10%,-12%[57.4 µM],-1%,22%,-6%
Cc1cc(C)nc(SCc2ccc3nonc3c2)n1,-3,-6%,u,1%,-12%,-11%,-3%,4%,14%
Cc1cc(NC2CCCCC2)n2c(n1)nc1ccccc12,-6,-4%,2%,-13%,-1%,-5%,-9%,-8%,-8%

# The list is partial; rates above refer to the full screens.
